Nrf2 activator = qHTS of Nrf2 Activators. AREc32 ARE-luciferase reporter (MCF7-derived line), luminescence, 24 h. Potency, µM (series often up to 46.1 µM), inactives show top-dose activation, actives largely listed as activators. actives 0.31% (n = 410,000); further: potency means the concentration at half of the fitted maximal effect; % of control where 0% means no effect; nearly all actives have a fitted effect of over 65% in size
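Quantitative high-throughput format: AREc32 reporter cells, 1000 per well, received compound by pin transfer and were incubated 24 hr at 37 deg C, 5% CO2, before Steady-Glo luminescence detection.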
A549 tox = Nrf2 qHTS screen for inhibitors: counterscreen for cytotoxicity; A549 ARE-Fluc cells, CellTiter-Fluor viability, 18-24 h; Potency, µM (doses to about 46 µM), without a hit: top-dose activity change, negative = cytotoxicity, most hits filed as inhibitors; actives 0.16% (n = 390,000); AID 504648, 2011; further: potency means the concentration at half of the fitted maximal effect; on the % scale 0 is the no-effect control and ±100 the full control effect
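Cytotoxicity counterscreen: CellTiter-Fluor fluorescence was measured in A549 ARE_Fluc cells after 18-24 h of compound exposure in a concentration series. The subsequent BugLite luminescent read reports ARE-luciferase activity.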
MCF10A rereplic = A quantitative high throughput screen for small molecules that induce DNA re-replication in MCF 10a normal breast cells; MCF 10A DNA re-replication, Hoechst nuclear intensity, 48 h; Potency, µM (doses to about 46.1 µM), inactives show at the highest dose activity, positive = re-replication, hits mostly activators; actives 2.9% (n = 350,000); AID 624296, 2012; further: potency means the concentration at half of the fitted maximal effect; % of control where 0% means no effect; nearly all actives have a fitted effect of over 50% in size
IL-1B inflam inh = qHTS for Inhibitors of Inflammasome Signaling: IL-1-beta AlphaLISA Primary Screen; actives 4.7% (n = 360,000); AID 743279, 2014; THP-1 LPS/ATP IL-1B secretion, AlphaLISA, 16 h; hits give low values; activity change, % at 57.5 µM; in the data active means activity change below about -50%; inconclusive means mostly about -30% to -49%; further: on the % scale 0 is the no-effect control and ±100 the full control effect
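THP-1 cells pretreated 1 hr with compounds (up to 57.5 uM final), then stimulated with LPS (250 ng/mL final) plus ATP (1.25 mM final); secreted IL-1B measured by AlphaLISA after 16 hr, decreased signal indicating inhibition.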
HepG2 tox = qHTS for Inhibitors of TGF-b: Cytotox Counterscreen | HepG2 CAGA-GFP viability, ATP luminescence, 18 h | Potency, µM (top dose mostly 46.1 µM), for the others: top-dose activity change, negative = cytotoxicity, hits mostly cytotoxic | actives 0.76% (n = 410,000); further: potency means the concentration at half of the fitted maximal effect; some results filed as inactive show a strong effect at the top dose
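CellTiter-Glo luminescence gave cytotoxicity after 18 hours at 37 degrees C. The cells were HepG2 CAGA-GFP in 1% FBS DMEM, stimulated with 500 pg/mL TGF-beta after compound addition. %Activity was normalised to no-cell wells (complete cell-killing) and DMSO (no toxicity), and curves were fitted and classified.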
TGFb SMAD3 inh = qHTS for Inhibitors of TGF-b; AID 588855, 2011; HepG2 CAGA-GFP TGF-b/SMAD3 reporter, GFP fluorescence, 18 h; TGF-beta stimulated, 500 pg/mL final; actives 1.2% (n = 410,000); Potency, µM (series often up to 46.1 µM), without a hit: at the top dose activity, negative = inhibition, usual class: inhibitors; further: potency means the concentration at half of the fitted maximal effect; on the % scale 0 is the no-effect control and ±100 the full control effect; nearly all actives have a fitted effect of over 65% in size
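Per well, imaged GFP fluorescence of HEPG2 CAGA-GFP cells gives the signal; cells get compound, then TGF-beta (500 pg/mL final), 18 h at 37 degrees C; %Activity versus -TGF-beta and +DMSO controls.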
ATXN2 expr inh = Primary qHTS for Inhibitors of ATXN expression. HEK-293 ATXN2-luciferase reporter, luminescence, 24 h. Potency, µM (highest dose often 57 µM), without a hit: top-dose activity change, negative = inhibition, actives largely listed as inhibitors. actives 0.72% (n = 360,000). AID 1745845, 2022; further: potency means the concentration at half of the fitted maximal effect; on the % scale 0 is the no-effect control and ±100 the full control effect; nearly all actives have a fitted effect of over 55% in size
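ATXN2-luciferase reporter cells (luciferase flanked by upstream and downstream ATXN2 gene portions) were treated 24 h at 37 °C with compounds at up to 57 uM. SteadyGlo luminescence gave expression; GF-AFC fluorescence gave viability.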
Nrf2 inh = Nrf2 qHTS screen for inhibitors; actives 2.1% (n = 360,000); AID 504444, 2011; Potency, µM (series often up to 46 µM), inactives show at the highest dose activity change, negative = inhibition, hits mostly inhibitors; A549 ARE-Fluc reporter, luciferase luminescence, 18-24 h; further: potency means the concentration at half of the fitted maximal effect; on the % scale 0 is the no-effect control and ±100 the full control effect; nearly all actives have a fitted effect of over 60% in size
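Quantitative HTS in A549 cells stably bearing an antioxidant response element-firefly luciferase construct. Inhibition of Nrf2-driven transcription was scored by luminescence after 18-24 h of compound exposure at 37 °C.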
S2 tox = Viability Counterscreen for Primary qHTS for Inhibitors of ATXN expression | S2 cells (HEK-293 line with an ATXN2-luciferase reporter) viability, CellTiter-Fluor protease fluorescence, 24 h | Potency, µM (doses to about 56.7 µM), usual class: cytotoxic | actives 0.49% (n = 400,000) | AID 651635, 2014; further: potency means the concentration at half of the fitted maximal effect; nearly all actives have a fitted effect of over 40% in size
* hit, by the source's call; i = inactive; ? = inconclusive; · = no result given; [ ] = dose if it differs, or a comment. Unless noted, the call rests on the fitted dose curve; in most records, active means well fitted curve in the direction sought with a large enough effect; inconclusive means small, poorly fitted or top-dose-only effect, or another doubt; inactive means no such curve, though single readings can be large; an effect the other way counts as inactive or inconclusive.

1	CC[C@]12c3[nH]c4ccccc4c3CCN1C(=O)C(CC(=O)NCCCN(C)C)C[C@@H]2C(=O)N1CCN(C(=O)c2ccco2)CC1 (stereo partly specified)
2	CC(Sc1nc2ccccc2[nH]1)C(=O)Nc1ccccc1F (stereo unspecified)
3	CCCN1C(=O)C2(C(C(=O)c3ccc(C)o3)=C(O)C(=O)N2CCCN2CCOCC2)c2ccccc21 (stereo unspecified)
4	COc1cc(OC)c2c(c1C(CCN1CCCC1)c1ccc(N(C)C)cc1)OC(=O)CC2c1ccc(N(C)C)cc1 (stereo unspecified)
5	CCOC(=O)/C(=N\Nc1cc(Cl)ccc1Cl)N1CCN(C)CC1
6	CCc1cc2c(=O)c(-c3nc4ccccc4n3C)c(C)oc2cc1OC(C)=O
7	Fc1ccccc1N1CCN(c2nnnn2-c2ccccc2)CC1
8	Cc1cc(N2CC(C(=O)NCc3cccnc3)CC2=O)ccc1C(C)C (stereo unspecified)
Screen / compound no.	1	2	3	4	5	6	7	8
Nrf2 activator	-0.5%	-0.1%	2.0%	·	4.2%	3.1%	-0.4%	0.9%
A549 tox	10%	6%	9%	-24%	-4%	0%	1%	0%
MCF10A rereplic	23%	4%	?	·	20%	-14%	-7%	-3%
IL-1B inflam inh	-2	?	-2	·	19	17	?	13
HepG2 tox	0%	-17%	0%	-26%	2%	-14%	-7%	-4%
TGFb SMAD3 inh	0%	-10%	34%	0%	0%	2%	7%	0%
ATXN2 expr inh	-5%	0%[11.3 µM]	-8%	·	-24%	-2%	-5%	4%
Nrf2 inh	9%	-19%	6%	-12%	0%	12%	?	-29%
S2 tox	i	i	i	·	i	i	i	i

9	NC(=S)N/N=C1\CC(n2nnnc2-c2ccccc2)C2COC1O2 (stereo unspecified)
10	O=C1CC2(CCN(C(=O)COc3ccc(Cl)cc3)CC2)Oc2ccccc21
11	C=CCn1c(SCC(=O)c2cc(C)n(Cc3cccs3)c2C)nnc1-c1ccncc1
12	CCN1CCN(c2nc3c(C)cccn3c(=O)c2/C=C(\C#N)C(=O)NCCCOC)CC1
13	CCCn1nc(C(=O)NCc2ccc3c(c2)OCO3)c2ccccc2c1=O
14	COc1ccc(CC(=O)NNC(=O)CN(C)S(=O)(=O)c2ccc(Cl)cc2)cc1OC
15	CC1CCN(c2ccc(C(=O)O)cc2N)CC1
16	Cc1ccc(NC(=O)CCN2C(=O)c3cccc([N+](=O)[O-])c3C2=O)c(Br)c1
Screen / compound no.	9	10	11	12	13	14	15	16
Nrf2 activator	3.4%	2.0%	0.2%	-0.8%	2.2%	-0.4%	-0.1%	3.5%
A549 tox	0%	-13%	-4%	-1%	4%	10%	-10%	-1%
MCF10A rereplic	2%	-2%	-12%	18µM*	8%	10%	-3%	?
IL-1B inflam inh	-3	-55*	-7	-18	9	-8	0	-3
HepG2 tox	-49%	0%	-28%	2%	-13%	-7%	-8%	9%
TGFb SMAD3 inh	?	0%	?	31%[activator]	-19%	-4%	20%	31%[activator]
ATXN2 expr inh	1%	-15%	3%	-5%	-13%	4%	5%	-6%
Nrf2 inh	1%	?	-21%	-2%	2%	6%	-2%	1%
S2 tox	i	i	i	i	i	i	i	i

17	CC(c1ccccc1)N(CCC(c1ccccc1)C1CCOC(C)(C)C1)C(=O)c1ccco1 (stereo unspecified)
18	COc1ccc(-c2noc(-c3cccnc3N3CCN(c4ccc(OC)cc4)CC3)n2)cc1
19	Cc1ccc(S(=O)(=O)NCc2ccccn2)c(C)c1C
20	CC1CN(/C=C/C(=O)C(F)(F)F)CC(C)O1 (stereo unspecified)
21	C=CCNC(=S)NC(=O)c1oc2ccccc2c1C
22	CCOc1ccccc1-n1nnnc1SCC(=O)OC
23	CCOC(=O)/C=C1\SCC(=O)N1CC(=O)NC1CCCCC1
24	C[C@@H]1CN(C(=O)c2nc3ccc(Cl)cn3c2CN2CCc3sccc3C2)C[C@H](C)O1
Screen / compound no.	17	18	19	20	21	22	23	24
Nrf2 activator	-0.2%	0.5%	-0.4%	-0.1%	7.9%[9.22 µM]	0.1%	-0.5%	3.2%
A549 tox	1%	-5%	0%	2%	7%	-4%	?	0%
MCF10A rereplic	16µM*	·	2%	-2%	8%	-42%[inhibitor]	1%	4%
IL-1B inflam inh	0	·	-10	21	36	-9	-13	39
HepG2 tox	-51%	3%	0%	1%	-8%	7%	-27%	-4%
TGFb SMAD3 inh	?	?	-6%	0%	11%	14%	-6%	-2%
ATXN2 expr inh	-15%	2%	5%	3%	63%[activator]	-37%	-6%	2%
Nrf2 inh	-16%	4%	-3%	2%	?	1%	-14%	6%
S2 tox	i	i	i	i	i	i	i	i

25	CC(=O)c1ccc(N2CCN(C(=S)Nc3ccccc3F)CC2)cc1
26	CN(C(=O)c1cccc(NC(=O)Cc2cccc(NC(=O)C3CCCN(C(=O)C4CC4)C3)c2)c1)C1CCC1 (stereo unspecified)
27	CCN1CCN(CCNC(=O)c2ccc(CS(=O)c3ccc(Cl)cc3)o2)CC1 (stereo unspecified)
28	Cc1cc(C)cc(NC(=O)C(OC(=O)c2cccs2)c2ccccc2)c1 (stereo unspecified)
29	CCC(=O)c1ccc(OCC(O)CN2C(=O)NC(C)(C)C2=O)cc1 (stereo unspecified)
30	Cc1ccccc1NC(=O)CSc1nnc(CNC(=O)c2ccco2)n1C
31	Cc1ccc(S(=O)(=O)NCC(C)n2nc(C)nc2C)cc1 (stereo unspecified)
32	O=C(NCCCN1CCCCC1)c1ccc2c(c1)sc1nc(-c3ccc(F)cc3)cn12
Screen / compound no.	25	26	27	28	29	30	31	32
Nrf2 activator	0.2%	0.7%	-0.7%	-0.7%	0.0%	-0.5%	-0.2%	5.4%
A549 tox	0%	-3%	0%	5%	-1%	-2%	-3%	6%
MCF10A rereplic	-2%	-1%	11%	-8%	24%	-1%	0%	·
IL-1B inflam inh	23	0	44	-5	12	8	0	·
HepG2 tox	13%	1%	-3%	-5%	-1%	-1%	0%	-51%
TGFb SMAD3 inh	-19%	?	0%	4%	-1%	18%	-9%	?
ATXN2 expr inh	5%	7%	0%	-14%	7%	10%	5%	?
Nrf2 inh	7%	-4%	11%	-1%	-7%	12%	-2%	?
S2 tox	i	i	i	i	i	?	i	i

33	COCc1cc(C)[nH]c(=O)c1C(=O)NC12CC3CC(CC(C3)C1)C2
34	CCN(CC)c1ccc(C(=S)N2CCN(c3ccccc3)CC2)cc1
35	Cc1ccc(N2CC(C(=O)NCc3ccc4c(c3)OCO4)CC2=O)cc1C (stereo unspecified)
36	O=C(Nc1ccccc1)Nc1ccc(-n2ccc(C(F)(F)F)n2)cc1
37	CN(Cc1ccccc1)Cc1nc2scc(-c3ccccc3)c2c(=O)[nH]1
38	O=S(=O)(c1ccc(Cl)cc1)c1cnc2ccccc2n1
39	CC(=O)c1ccc(OCCCC(=O)Nc2cc(S(=O)(=O)N(C)C)ccc2C)cc1
40	COC(=O)[C@]1(C)N[C@H](CN(C)S(=O)(=O)c2ccccc2)[C@@H]2C(=O)N(C)C(=O)[C@@H]21
Screen / compound no.	33	34	35	36	37	38	39	40
Nrf2 activator	0.3%	-0.5%	-0.2%	3.5%	0.3%	?	3.0%	-1.1%
A549 tox	0%	-2%	1%	-2%	4%	-3%	-5%	-3%
MCF10A rereplic	-25%	-33%[inhibitor]	6%	?	21%	?	-3%	-12%
IL-1B inflam inh	30	-24	4	?	-4	-99*	10	11
HepG2 tox	-7%	-40%	-18%	6%	-6%	-71%	-14%	-4%
TGFb SMAD3 inh	3%	?	6%	14%	-12%	?	0%	0%
ATXN2 expr inh	4%	10%	-7%	49%[activator]	4%	21%	7%	10%
Nrf2 inh	?	7%	-25%	?	16%	?	-8%	6%
S2 tox	i	i	i	i	i	?	i	i

Part of the list above, as labelled records.
33: COCc1cc(C)[nH]c(=O)c1C(=O)NC12CC3CC(CC(C3)C1)C2
- Nrf2 activator: 0.3%
- A549 tox: 0%
- MCF10A rereplic: -25%
- IL-1B inflam inh: 30
- HepG2 tox: -7%
- TGFb SMAD3 inh: 3%
- ATXN2 expr inh: 4%
- Nrf2 inh: ?
- S2 tox: i

34: CCN(CC)c1ccc(C(=S)N2CCN(c3ccccc3)CC2)cc1
- Nrf2 activator: -0.5%
- A549 tox: -2%
- MCF10A rereplic: -33%[inhibitor]
- IL-1B inflam inh: -24
- HepG2 tox: -40%
- TGFb SMAD3 inh: ?
- ATXN2 expr inh: 10%
- Nrf2 inh: 7%
- S2 tox: i

Additional entries.
41	Cc1cccc([C@@H]2C[C@H]3CN(Cc4cccc(Cl)c4)C(=O)[C@]34CCCN24)n1
42	Cc1c(Cl)c([N+](=O)[O-])nn1CC(=O)NCc1cccs1
43	CCOC(=O)c1cc(NC(=O)c2ccc(C)cc2)c(=O)n2c1oc1ccccc12
44	Cc1ccc(NS(=O)(=O)c2ccc(NC(=O)C3CCCO3)cc2)cc1 (stereo unspecified)
Screen / compound no.	41	42	43	44
Nrf2 activator	-0.6%	0.4%	-0.4%	-0.6%
A549 tox	-4%	8%	-6%	-4%
MCF10A rereplic	-8%	-3%	·	-2%
IL-1B inflam inh	-14	-3	·	2
HepG2 tox	-18%	-9%	4%	17%
TGFb SMAD3 inh	-10%	16%	5%	14%
ATXN2 expr inh	-19%	7%	5%	-18%
Nrf2 inh	-22%	0%	-9%	?
S2 tox	i	i	i	i

Compounds were not picked by outcome; any-hit rate near 8.8%.
